C diff HTS = C. difficile growth inhibitors, primary screen, HTS; Clostridium difficile clinical isolate growth, OD600, 24 h; stronger effect = lower value; growth activity, negative = inhibition, % at 16 µg/mL (by protocol); hit rate 0.25% among 86,000; AID 1259249, 2017;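 active = mean growth activity at or below -80% and every replicate also at or below -80%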;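 also: 0% = DMSO wells and -100% = levofloxacin 16 µg/mL wells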
Pf Dd2 growth = P. falciparum Dd2 growth inhibitors, primary screen, SYBR Green fluorescence, single dose replicates; 72 h; stronger effect = lower value; activity change, % at 10 µM; hit rate 2.3% among 94,000; AID 1159554, 2015; in the data active = activity change below about -80%
T cruzi growth = T. cruzi intracellular proliferation inhibitors, primary screen, cell-based, beta-gal Tulahuen parasites, NIH3T3 host, luminescence; inhibition, % at 8.34 µM; T. cruzi beta-gal in NIH3T3, GalScreen luminescence, 90 h; hit rate 5.9% among 77,000;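 active = mean inhibition above about 93%, with at least 55% of replicates each passing it, limit read from the data, passing the limit was not always enough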
KDM4C inh = inhibitors of GASC-1 (KDM4C) histone demethylase, primary screen, biochemical, single concentration HTS. Lysine-specific demethylase 4C (Homo sapiens), Q9H3R0. GST-KDM4C 2-372, H3K9me3 peptide, LANCE TR-FRET. inhibition, % at 12.5 µM. hit rate 0.15% among 96,000;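 active = mean replicate inhibition above about 25%, with at least 55% of replicates also reaching it, limit read from the data, passing the limit was not always enough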
Target sequence (Q9H3R0 2-372 limits assumed): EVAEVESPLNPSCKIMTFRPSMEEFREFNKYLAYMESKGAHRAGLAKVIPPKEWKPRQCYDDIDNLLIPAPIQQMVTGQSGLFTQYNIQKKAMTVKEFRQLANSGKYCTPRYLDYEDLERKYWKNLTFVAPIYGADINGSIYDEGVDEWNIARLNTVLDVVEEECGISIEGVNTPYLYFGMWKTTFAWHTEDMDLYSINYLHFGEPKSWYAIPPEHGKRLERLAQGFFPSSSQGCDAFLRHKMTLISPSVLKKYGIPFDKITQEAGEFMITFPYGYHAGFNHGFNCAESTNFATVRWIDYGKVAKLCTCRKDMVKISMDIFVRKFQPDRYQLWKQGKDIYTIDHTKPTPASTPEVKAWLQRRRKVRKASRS
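System – N-terminal GST-fused human GASC-1 (KDM4C) fragment, residues 2-372 · Input – enzyme final amount 10 nM · Technique – LANCE TR-FRET, Eu antibody, ULight-streptavidin, EDTA, ex 340 nm, em 618/671 nm · Medium – HEPES buffer, pH 7.5, plus ascorbate · Incubation – enzyme reaction 30 min, then detection 60 min, both room temperature · Reagent – H3K9me3 peptide with Fe(II)/2OG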
Numbers without * were called inactive; . = not tested or not shown; & = joins results of further samples.

SMILES	C diff HTS	Pf Dd2 growth	T cruzi growth	KDM4C inh
C[C@@H]1CN([C@H](C)CO)C(=O)c2cc(-c3cccc(F)c3)cnc2O[C@@H]1CN(C)C	0	43	-3	0.8
COc1ccc(NC(=O)Nc2cccc3c2O[C@H](CN(C)Cc2ccc(C(=O)Nc4ccccc4N)cc2)[C@H](C)CN([C@@H](C)CO)C3=O)cc1	22	-94*	.	-2.0
CC(=O)NC[C@H]1[C@@H](c2ccc(C#Cc3ccccc3F)cc2)[C@@H](CO)N1C(C)=O	-2	-23	.	0.3
C[C@H]1CCCCO[C@@H](CN(C)S(=O)(=O)c2ccccc2)[C@@H](C)CN([C@@H](C)CO)C(=O)c2cc(NS(=O)(=O)c3ccc(F)cc3)ccc2O1	-16	-84*	101*	-1.4
O=C(C[C@H]1C=C[C@H](NS(=O)(=O)c2cccc(F)c2)[C@H](CO)O1)NCc1ccc2c(c1)OCO2	0	-8	.	0.4
Cc1ccccc1-c1cnc2c(c1)C(=O)N([C@H](C)CO)C[C@@H](C)[C@H](CN(C)Cc1ccccc1F)O2	0	-56	60	8.8
CC(C)NC(=O)Nc1ccc2c(c1)CC(=O)N([C@H](C)CO)C[C@H](C)[C@@H](CN(C)S(=O)(=O)c1ccccc1)O2	9	-33	-10	-1.0
Cc1ccc(S(=O)(=O)Nc2ccc3c(c2)C(=O)N([C@@H](C)CO)C[C@H](C)[C@@H](CN(C)Cc2ccc4c(c2)OCO4)OCCCC[C@H](C)O3)cc1	1	-53	105*	2.1
COc1ccc(NC(=O)Nc2ccc3c(c2)CC(=O)N([C@H](C)CO)C[C@H](C)[C@H](CN(C)Cc2ccc4c(c2)OCO4)O3)cc1	-11	16	25	1.8
CCCNC(=O)N1CC2(CN(C(=O)CC)C2)c2c(n(C)c3cc(OC)ccc23)[C@@H]1CO	-2	-2	.	1.1
O=C(O)C[C@@H]1C[C@@H]2c3cc(NC(=O)C4CCC4)ccc3O[C@@H]2[C@@H](CO)O1	-7	10	.	0.4
O=C(NCC[C@@H]1CC[C@H](NC(=O)c2cnccn2)[C@H](CO)O1)Nc1ccc(Cl)cc1	1	-8	-22	0.4
COc1ccc(S(=O)(=O)N(C)C[C@@H]2Oc3ncc(C#CC4(O)CCCC4)cc3C(=O)N([C@H](C)CO)C[C@@H]2C)cc1	2	-31	18	-0.7
C[C@@H]1CN([C@H](C)CO)C(=O)c2cc(-c3cncnc3)cnc2O[C@H]1CN(C)CC1CCOCC1	-3	38	-20	1.0
COCC(=O)Nc1ccc2c(c1)C(=O)N(C)C[C@@H](OC)[C@H](C)CN(Cc1ccccc1OC)[C@H](C)CO2	.	21	2	-0.7
CCCNC(=O)[C@@H]1[C@@H](CO)[C@@H]2Cn3c(ccc(-c4ccccc4F)c3=O)[C@H]1N2C(=O)CC	-3	-10	60	-1.3
N#C[C@H]1[C@H](c2ccc(C3=CCCCC3)cc2)[C@@H](CO)N1S(=O)(=O)c1cccc(F)c1	5	2	47	0.6
COCC(=O)Nc1ccc2c(c1)OC[C@H](C)N(Cc1cncnc1)C[C@H](C)[C@@H](OC)CN(C)C2=O	.	.	0	-0.8
C[C@H]1CN([C@@H](C)CO)C(=O)c2cc(NC(=O)c3ccncc3)ccc2O[C@H]1CN(C)Cc1ccc(C(=O)O)cc1	-2	-5	-3	1.2
O=C(C[C@H]1C[C@H]2c3cc(NC(=O)CC4CC4)ccc3O[C@H]2[C@H](CO)O1)NCc1ccc(Cl)cc1	.	1	35	-1.8
O=C(C[C@@H]1CC[C@@H](NC(=O)c2ccncc2)[C@@H](CO)O1)NCc1ccncn1	-1	0	.	-0.9
C[C@@H]1CN([C@H](C)CO)C(=O)c2cc(C#Cc3cccnc3)cnc2O[C@@H]1CN(C)Cc1ccc(F)cc1	0	22	.	-0.2
Cc1noc(C)c1S(=O)(=O)Nc1ccc2c(c1)C(=O)N([C@H](C)CO)C[C@@H](C)[C@@H](CN(C)C(=O)Nc1ccc3c(c1)OCO3)OCCCC[C@@H](C)O2	-1	-77	29	4.7
O=C(Nc1ccc(Cl)c(Cl)c1)N[C@H]1CC[C@H](CCn2cc(C3CCCC3)nn2)O[C@H]1CO	-1	1	.	0.2

One compound at a time, as listed above. Order of screens: C diff HTS, Pf Dd2 growth, T cruzi growth, KDM4C inh
Shown for C[C@@H]1CN([C@H](C)CO)C(=O)c2cc(-c3cncnc3)cnc2O[C@H]1CN(C)CC1CCOCC1 : -3, 38, -20, 1.0
Shown for CCCNC(=O)[C@@H]1[C@@H](CO)[C@@H]2Cn3c(ccc(-c4ccccc4F)c3=O)[C@H]1N2C(=O)CC : -3, -10, 60, -1.3

(list continues)
SMILES	C diff HTS	Pf Dd2 growth	T cruzi growth	KDM4C inh
Cc1ccccc1-c1cnc2c(c1)C(=O)N([C@@H](C)CO)C[C@@H](C)[C@@H](CN(C)C(=O)c1ccncc1)O2	0	-14	2	-0.3
Cc1ccc(CN(C)C[C@H]2OCc3cnnn3CCCC(=O)N([C@H](C)CO)C[C@H]2C)cc1	.	7	4	0.3
O=C(C[C@@H]1CC[C@H](NC(=O)c2ccccc2)[C@@H](CO)O1)NCc1ccc(Oc2ccccc2)cc1	6	-21	-49	0.1
C[C@H](CO)N1C[C@H](C)[C@H](CN(C)Cc2ccc3c(c2)OCO3)Oc2ccc(NC(=O)C3CCCCC3)cc2C1=O	2	36	4	-0.3
CNC[C@@H]1Oc2ccc(NS(=O)(=O)c3ccc(Cl)cc3)cc2CC(=O)N([C@@H](C)CO)C[C@H]1C	-1	3	.	-1.0
C[C@@H]1CN([C@@H](C)CO)C(=O)c2cc(C#CC3CCCC3)cnc2O[C@H]1CN(C)C(=O)Cc1ccccn1	-1	-15	101	-0.6
COc1ccc(S(=O)(=O)Nc2ccc3c(c2)CC(=O)N([C@@H](C)CO)C[C@H](C)[C@@H](CN(C)C(=O)NC2CCCCC2)O3)cc1	-4	30	7	0.8
O=C(Nc1ccccc1F)N[C@H]1CC[C@@H](CCNS(=O)(=O)c2ccccc2)O[C@@H]1CO	-3	0	-13	-0.8
C[C@@H](NC(=O)C[C@H]1C=C[C@@H](NS(=O)(=O)c2cccc(F)c2)[C@H](CO)O1)c1ccccc1	.	-1	21	0.7
C/C=C/c1ccc2c(c1)O[C@H](CN(C)C(=O)C1CCOCC1)[C@@H](C)CN([C@H](C)CO)S2(=O)=O	0	10	12	-1.2
COc1ccc(S(=O)(=O)Nc2ccc3c(c2)C(=O)N([C@@H](C)CO)C[C@H](C)[C@@H](CN(C)Cc2ccc(C(F)(F)F)cc2)O3)cc1	9	-45	105*	0.6
COc1cccc(-c2ccc([C@H]3[C@H]4CN(CC5CC5)CCCCN4[C@H]3CO)cc2)c1	-1	-43	11	-0.9
C[C@@H]1CN([C@@H](C)CO)S(=O)(=O)c2ccc(C#CCN(C)C)cc2O[C@H]1CN(C)Cc1ccncc1	-1	-35	107*	5.8
COc1ccccc1-c1cnc2c(c1)C(=O)N([C@H](C)CO)C[C@H](C)[C@H](CN(C)C(=O)c1ccccc1)O2	16	4	53	.
C[C@@H]1CN([C@H](C)CO)C(=O)c2cccc(NC(=O)c3ccc(-c4nccs4)cc3)c2O[C@@H]1CN(C)C(=O)NC1CCCCC1	.	-8	40	-1.4
C[C@H]1CN([C@@H](C)CO)C(=O)c2cc(NC(=O)Nc3ccccc3)ccc2O[C@@H]1CN(C)Cc1ccc(Cl)c(Cl)c1	-5	12	12	4.3
C[C@@H]1CN([C@@H](C)CO)C(=O)c2cccc(NC(=O)c3nc4ccccc4s3)c2O[C@H]1CN(C)Cc1ccc(-c2ccccc2)cc1	5	-75	52	0.8
CN1c2ccc(-c3cccc(F)c3)cc2[C@@H]2[C@@H](CCN2C(=O)Cc2ccccc2)[C@H]1CO	7	18	19	-1.8
C[C@@H]1CN([C@H](C)CO)C(=O)c2cc(-c3cccc(C#N)c3)cnc2O[C@@H]1CN(C)C(=O)c1cnccn1	-1	6	.	-1.4
CN(C)CC(=O)N1[C@H](C#N)[C@H](c2ccc(-c3cccc(C(=O)N(C)C)c3)cc2)[C@H]1CO	-9	17	36	1.1
CO[C@H]1CN(C)C(=O)c2cc(NS(=O)(=O)c3ccc(F)cc3)ccc2OC[C@@H](C)NC[C@H]1C	.	15	-14	-0.5
C[C@@H]1CN([C@H](C)CO)C(=O)Cc2cc(NC(=O)Cn3cnnn3)ccc2O[C@H]1CN(C)CC1CCCCC1	-4	-1	-3	-1.6
COc1cccc(-c2ccc3c(c2)[C@@H]2[C@@H](CCN2C(=O)C2CCCCC2)[C@@H](CO)N3)c1	21	-57	.	0.2
CCS(=O)(=O)NCC[C@H]1CC[C@H](NS(=O)(=O)c2ccccc2C)[C@@H](CO)O1	-8	0	18	-1.5

A draw from above in order of molecular weight, highest first.
SMILES	C diff HTS	Pf Dd2 growth	T cruzi growth	KDM4C inh
C[C@@H]1CN([C@@H](C)CO)C(=O)c2cccc(NC(=O)c3nc4ccccc4s3)c2O[C@H]1CN(C)Cc1ccc(-c2ccccc2)cc1	5	-75	52	0.8
C[C@@H]1CN([C@H](C)CO)C(=O)c2cccc(NC(=O)c3ccc(-c4nccs4)cc3)c2O[C@@H]1CN(C)C(=O)NC1CCCCC1	.	-8	40	-1.4
C[C@@H]1CN([C@H](C)CO)C(=O)c2cc(-c3cccc(C#N)c3)cnc2O[C@@H]1CN(C)C(=O)c1cnccn1	-1	6	.	-1.4
CN(C)CC(=O)N1[C@H](C#N)[C@H](c2ccc(-c3cccc(C(=O)N(C)C)c3)cc2)[C@H]1CO	-9	17	36	1.1

Carrying on:
SMILES	C diff HTS	Pf Dd2 growth	T cruzi growth	KDM4C inh
COc1ccc(-c2ccc3c(c2)O[C@@H](CN(C)Cc2cccnc2)[C@@H](C)CN([C@@H](C)CO)S3(=O)=O)cc1	-2	-60	.	-0.1
COc1ccc(NC(=O)N(C)C[C@H]2Oc3c(NS(=O)(=O)c4ccccc4)cccc3C(=O)N([C@@H](C)CO)C[C@H]2C)cc1	.	-58	-2	-0.7
O=C(C[C@H]1CC[C@@H]2[C@H](COC[C@@H](O)CN2C(=O)c2ccccn2)O1)NC1CCC1	9&6	5	.	1.0
C[C@@H]1CN([C@@H](C)CO)C(=O)c2cc(NC(=O)Nc3cccc4ccccc34)ccc2O[C@H]1CN(C)Cc1ccccc1	1	-1	31	-0.8
COc1ccc2c3c([nH]c2c1)[C@H](CO)N(Cc1nccs1)CC31CN(C(=O)C2CC2)C1	-2	-14	.	2.1
Cc1cccc(S(=O)(=O)N2CC[C@@H]3[C@H]2c2cc(-c4ccccc4F)ccc2N(C)[C@H]3CO)c1	-2	7	43	-15
CCCNC(=O)C[C@H]1CC[C@@H]2[C@H](COc3ccc(NC(=O)c4cccc(OC)c4)cc3C(=O)N2C)O1	-2	-16	-78	0.1
O=C(CCN1CCCCC1)N[C@@H]1CC[C@@H](CC(=O)N2CCC(Cc3ccccc3)CC2)O[C@H]1CO	.	-19	15	2.4
CCC(=O)Nc1ccc2c(c1)OC[C@@H](C)N(C(=O)C1CC1)C[C@H](C)[C@H](OC)CN(C)C2=O	1	14	.	0.8
CC(C)C#Cc1ccc([C@H]2[C@H]3CN(C(=O)c4ccc5c(c4)OCO5)CC(=O)N3[C@H]2CO)cc1	13	19	.	0.7
C[C@@H]1CN([C@@H](C)CO)C(=O)Cc2cc(NC(=O)Nc3ccc(F)cc3)ccc2O[C@@H]1CN(C)Cc1ccc(C(F)(F)F)cc1	35	-2	79	-1.6
CCC(=O)N(C)C[C@@H]1Oc2cc(C#CCC3CCCC3)ccc2S(=O)(=O)N([C@H](C)CO)C[C@@H]1C	4	-55	105*	1.5

As entered above.
Pf Dd2 growth, C[C@@H]1CN([C@@H](C)CO)C(=O)c2cc(NC(=O)Nc3cccc4ccccc34)ccc2O[C@H]1CN(C)Cc1ccccc1 reads -1
KDM4C inh, CCCNC(=O)C[C@H]1CC[C@@H]2[C@H](COc3ccc(NC(=O)c4cccc(OC)c4)cc3C(=O)N2C)O1 reads 0.1

Going on with the list:
SMILES	C diff HTS	Pf Dd2 growth	T cruzi growth	KDM4C inh
COc1ccc(S(=O)(=O)N[C@H]2C=C[C@H](CC(=O)N3CCC(Cc4ccccc4)CC3)O[C@H]2CO)cc1	-7	-29	25	1.4
CCNC(=O)C[C@@H]1CC[C@H]2[C@@H](COc3ccc(NC(=O)Nc4cccc(C)c4)cc3C(=O)N2C)O1	-2	-7	-13	0.6
C[C@@H](NC(=O)C[C@@H]1C[C@H]2c3cc(NC(=O)c4ccc5c(c4)OCO5)ccc3O[C@H]2[C@H](CO)O1)c1ccccc1	2	19	-25	5.6
CC(C)C#Cc1ccc2c(c1)O[C@@H](CN(C)CC1CCOCC1)[C@@H](C)CN([C@@H](C)CO)S2(=O)=O	1	-54	51	0.1
CC(C)NC(=O)Nc1ccc2c(c1)C(=O)N([C@H](C)CO)C[C@@H](C)[C@@H](CN(C)S(=O)(=O)c1cccs1)O2	3	15	-128	0.7
C[C@@H]1CN([C@H](C)CO)C(=O)c2ccccc2-c2ccccc2CO[C@@H]1CN(C)S(=O)(=O)c1cccc(C#N)c1	-7	-18	30	1.5
C[C@@H](NC(=O)C[C@@H]1CC[C@@H](NS(=O)(=O)c2cccc(F)c2)[C@H](CO)O1)c1ccccc1	1	-2	54	-0.4

Screening results from PubChem.
